Screening data (PubChem BioAssay)
CCR6 antag = CCR6 (human) receptor antagonism. inhibition, % at 20 µM. P51684. CHO-K1 CCR6 PathHunter beta-arrestin, luminescence, CCL20-stimulated. actives 0.49% (n = 340,000);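 active means compounds whose inhibition of the agonist-driven luminescence signal at 20 µM reaches about 50%, limit read from the data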;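 further: cells stimulated with CCL20 at 14 nM final; plate controls were DMSO with CCL20 for no effect and DMSO without agonist for full effect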
Target sequence (P51684 whole entry, looked up): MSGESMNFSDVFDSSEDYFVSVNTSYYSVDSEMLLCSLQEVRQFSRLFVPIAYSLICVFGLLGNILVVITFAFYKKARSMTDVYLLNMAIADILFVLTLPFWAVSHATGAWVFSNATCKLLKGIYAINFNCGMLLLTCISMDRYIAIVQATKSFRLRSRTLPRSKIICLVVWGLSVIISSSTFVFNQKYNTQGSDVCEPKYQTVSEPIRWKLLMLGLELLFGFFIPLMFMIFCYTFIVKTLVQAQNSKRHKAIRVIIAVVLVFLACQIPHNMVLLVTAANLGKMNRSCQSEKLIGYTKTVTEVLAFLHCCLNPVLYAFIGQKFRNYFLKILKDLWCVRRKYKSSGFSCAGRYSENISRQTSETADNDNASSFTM
Apaf-1 inh = human Apaf-1 inhibition; O14727; reconstituted apoptosome caspase-3 activity, DEVD-Rh110 fluorescence; inhibition, % at 20 µM; actives 0.71% (n = 330,000); AID 489030; active means inhibition of at least 40% at 20 µM;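 further: plate controls were DMSO wells for no effect and DEVD-CHO caspase inhibitor wells for full effect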
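Material: reconstituted apoptosome with Apaf-1, cytochrome c, caspase-9, procaspase-3, dATP; medium: pH 7.5 Hepes buffer with CHAPS, BSA, DTT; also added: cytochrome c and DEVD-Rh110 substrate; timing: 30 min plus 50 min, RT; signal: Rh110 fluorescence intensity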
UBC13 inh = inhibitors of human UBC13 polyubiquitin chain formation | inhibition, % at 20 µM | P61088 | actives 0.47% (n = 330,000) | TR-FRET; in the data active means inhibition above about 45%, passing the limit was not always enough
SENP8 inh = inhibitors of human SENP8 protease. Q96LD8. purified SENP8, Z-RLRGG-aminoluciferin cleavage, luminescence. inhibition, % at 10 µM. actives 1.2% (n = 330,000)
Target sequence (Q96LD8 whole entry, looked up): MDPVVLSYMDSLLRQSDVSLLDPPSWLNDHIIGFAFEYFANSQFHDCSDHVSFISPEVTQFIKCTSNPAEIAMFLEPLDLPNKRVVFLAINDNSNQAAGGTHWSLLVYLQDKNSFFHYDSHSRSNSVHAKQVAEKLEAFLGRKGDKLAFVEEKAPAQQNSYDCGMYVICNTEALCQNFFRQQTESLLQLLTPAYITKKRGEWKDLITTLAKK
Gli-Sufu antag = antagonists of Gli-Sufu signaling. Sufu-KO-LIGHT fibroblasts, Gli luciferase reporter luminescence. inhibition, % at 5 µM. actives 0.74% (n = 340,000);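 active means inhibition above about 55%, limit read from the data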;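 further: 0% = DMSO-treated cells and 100% = wells with medium but no cells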
EBI2 antag = EBI2 (human) antagonism; P32249; EBI2 beta-arrestin recruitment, luminescence, 7a,25-OHC stimulated; actives 0.81% (n = 360,000); inhibition, % at 5 µM; in the data active means inhibition above about 38%;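 further: enzyme fragment complementation signal reports receptor beta-arrestin coupling in cells; 0% = agonist plus DMSO wells and 100% = wells without agonist; some results beyond the cut were filed as inactive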
Target sequence (P32249 whole entry, looked up, the tested form may be a part): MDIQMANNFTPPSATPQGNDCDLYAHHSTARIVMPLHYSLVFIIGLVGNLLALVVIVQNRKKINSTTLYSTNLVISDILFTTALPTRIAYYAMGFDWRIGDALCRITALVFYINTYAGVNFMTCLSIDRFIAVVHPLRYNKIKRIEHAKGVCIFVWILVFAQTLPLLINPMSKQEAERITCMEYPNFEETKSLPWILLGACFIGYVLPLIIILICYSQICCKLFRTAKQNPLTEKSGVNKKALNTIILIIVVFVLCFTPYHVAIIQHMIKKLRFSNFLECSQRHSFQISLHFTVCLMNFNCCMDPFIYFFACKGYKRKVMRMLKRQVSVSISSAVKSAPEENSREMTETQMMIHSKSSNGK
Jurkat NFkB inh = lowers PMA/ionomycin-induced NF-kB signal in Jurkat cells; PMA/ionomycin-induced NF-kB luciferase reporter, luminescence; inhibition, % at 4 µM; actives 0.53% (n = 330,000); AID 435003
697 NFkB inh = inhibitors of the PMA/ionomycin-induced NF-kB reporter in 697 B cells; actives 0.33% (n = 330,000); 697 B-cell NF-kB luciferase reporter, 16 h; inhibition, % at 4 µM; in the data active means inhibition above about 35%
* hit, by the source's call; nt = no result given. Unless noted, no stated cut-off is given here; in the data, active means inhibition above about 50%; inactive means the rest. This is a subset; count on the stated rates, not on these rows.

SMILES	CCR6 antag	Apaf-1 inh	UBC13 inh	SENP8 inh	Gli-Sufu antag	EBI2 antag	Jurkat NFkB inh	697 NFkB inh
CN(C)S(=O)(=O)c1ccc(S(=O)(=O)N2CCCC(C(=O)NC3CCCC3)C2)cc1 (centres undefined)	4	3	-2	1	70*	-4	16	-8
Cc1ccc(S(=O)(=O)NC(C(=O)OCC(=O)NC2CCS(=O)(=O)C2)C(C)C)cc1 (centres undefined)	5	-1	7	1	0	1	-1	17
CCOc1cc(C(N)=O)cc(OCC)c1OCC	6	3	-4	-15	-2	6	-9	7
Cc1cc(NC(=O)Cc2ccccc2)nc2c1c(=O)oc1ccccc12	-5	5	-15	-4	5	3	-4	31
CC(C)=CCC(C)(C)CNC(=O)NC1CCCCC1	0	8	-4	3	-9	4	-9	-1
O=S(=O)(c1cccc2nsnc12)N1CCN(c2ncccn2)CC1	-10	-12	-11	5	-2	4	-5	-17
Cc1ccc(CC2C(=O)N(CC(=O)O)C(=O)C2C)cc1 (centres undefined)	-19	-3	-10	-3	3	-9	-3	-18
Cn1nnnc1SCC(=O)Nc1ccc(Br)cc1Cl	5	-14	2	10	-5	6	-13	14
COc1ccc(NC(=O)COC(=O)c2cc(=O)c3ccccc3o2)cc1OC	4	1	-10	3	1	-3	-14	-28
CCOC(=O)NCCc1c(C)nc2c(c(C)nn2C(C)(C)C)c1C	8	11	-1	3	2	-1	6	0
Cc1cc(NC(=O)COc2ccccc2)ccc1Cl	7	14	6	-4	-10	8	-20	16
COc1ccccc1OCC(=O)Nc1oc(-c2ccccc2)c(-c2ccccc2)c1C#N	0	26	-2	10	-2	8	-8	13
CCOC(=O)Cn1nc(NC(=O)c2ccc3c(c2)OCO3)cc1C	-14	0	-5	-9	-6	-10	13	17
COCCNC(=O)c1cccc(NC(=O)C2=C(C)OCCS2)c1	-6	6	-4	-11	5	-14	1	4
CN(C)CCNc1nc2sc3c(c2c(=O)n1-c1ccccc1)CCCCC3	6	-10	16	-2	6	-5	3	-12
Oc1cc(O)c2c(c1)O[C@H](c1ccc(O)c(O)c1)[C@H](O)C2	9	0	-4	3	6	-8	-1	-1
O=C(NCc1ccccc1Cl)c1cccc(NC(=O)c2ccccc2)c1	15	5	13	2	0	-2	-16	20
CN(Cc1cn(C)nc1-c1cccc(Cl)c1)Cc1nccn1C	9	3	-9	4	3	-2	2	3
COc1c(S(=O)(=O)NCCCN2CCOCC2)ccc(Cl)c1Cl	3	-20	3	6	5	3	-3	16
O=C1COCCOCCOCCOCC(=O)NCCN1	3	8	1	4	-4	-18	1	3
CCCN(CC1CC1)C(=O)COc1ccccc1C(=O)NCc1ccccc1	7	4	19	3	7	-8	-6	5
O=C(COc1cccc(Cl)c1)Nc1ccc2c(c1)CCC2	11	1	2	-8	5	-4	-5	6
Cc1csc(=O)n1CCC(=O)OCC(=O)c1c(N)n(C)c(=O)n(C)c1=O	1	-11	2	-6	-8	-7	4	17
CCN1/C(=C2/SC(=S)N(C)C2=O)C=Cc2cc(C)ccc21	16	-13	-60	3	0	1	-33	-18
O=c1[nH]c2ccc(S(=O)(=O)Nc3ccc(Cl)cc3)cc2[nH]1	-3	-11	1	0	-9	8	2	-8
Next section:
SMILES	CCR6 antag	Apaf-1 inh	UBC13 inh	SENP8 inh	Gli-Sufu antag	EBI2 antag	Jurkat NFkB inh	697 NFkB inh
O=C(C[n+]1ccc(-c2cc(C(=O)Nc3cccc(C(F)(F)F)c3)c3ccccc3n2)cc1)c1cccc([N+](=O)[O-])c1	38	10	-89	2	-7	-9	-7	-44
O=C(N/C(=C/c1cccc([N+](=O)[O-])c1)C(=O)N1CCCCC1)c1ccco1	-1	6	-1	-1	6	-15	15	3
Cc1ccccc1CS(=O)(=O)CCC(=O)NCc1ccc(F)cc1Cl	0	-4	-1	6	-2	-2	9	5
N#Cc1ccc(Oc2ccc(/C=N/O)cn2)cc1	14	4	0	0	7	1	-7	9
COc1ccc(OC)c(N2C(=O)CC(Cc3cc(C)cc(C)c3)C2=O)c1 (centres undefined)	0	-1	5	-1	nt	1	7	20
Clc1ccccc1OCc1nn2c(-c3ccncc3)nnc2s1	13	41*	-1	3	14	-4	-10	-42
COc1ccccc1S(=O)(=O)Cc1ccc(C(=O)NCCCN2CCN(c3ccc(F)cc3)CC2)o1	13	3	-2	-16	22	-7	10	-13
Cc1noc(C)c1COC(=O)c1ccccc1Sc1ccccc1C#N	25	1	13	6	9	-4	0	-25
CC(C)CN1CCNC(=O)C1CC(=O)NCCc1cnn(-c2ccccc2)c1 (centres undefined)	3	3	6	-3	8	5	3	14
O=C(CCl)Nc1cc(S(=O)(=O)N2CCCCCC2)ccc1Cl	-12	5	4	-3	10	-24	23	5
Brc1ccc(C2=Nn3cnnc3SC2)cc1	-4	12	-2	-10	0	-1	-5	6
O=C(Nc1ccnc(-c2cccnc2)n1)c1ccc(Cl)c(Cl)c1	5	10	-2	-10	1	46*	0	19
COC(=O)[C@]1(CC(C)C)N[C@H](c2ccc(-c3cccc(Cl)c3)cc2)[C@@H]2C(=O)N(C)C(=O)[C@@H]21	6	21	4	-7	2	19	9	21
O=[N+]([O-])c1cccc(S(=O)(=O)c2cccc([N+](=O)[O-])c2)c1	-8	4	0	-7	7	-8	3	9
Cc1cccc(C(=O)Nc2nnc(C3=COCCO3)o2)c1	4	-9	-2	2	-1	-4	3	21
N/C(=N\OC(=O)c1ccc([N+](=O)[O-])cc1)c1ccc(Br)cc1	-7	-1	-1	-6	-67	-2	-47	-80
CC(=O)c1nc2ccccc2n1S(=O)(=O)c1ccc(C)cc1	-6	-16	8	1	-1	-3	17	12
CC1CCN(C(=O)Cn2c(=O)n(CCCC(=O)NCc3ccco3)c(=O)c3sccc32)CC1	1	-2	4	0	19	-2	9	21
CCN(CC)NC(=O)Nc1ccccc1	-1	10	-5	-11	17	-8	-1	3
Cc1cccc(CC(=O)NC2CCCCCC2)c1	16	-17	7	0	-10	-1	-4	-9
O=C(CCCCCn1c(SCc2ccncc2)nc2ccccc2c1=O)NCc1ccco1	25	17	69*	-5	9	27	13	-3
COC(=O)c1ccc(OC(=O)/C=C/c2ccco2)cc1	3	3	-5	78*	5	-18	24	-1
Cc1ccc(S(=O)(=O)N(CC(=O)Nc2cccnc2)c2cccc([N+](=O)[O-])c2)cc1	26	4	-2	-10	4	0	14	-14
O=C(OCc1cc(=O)n2c(n1)sc1ccccc12)c1ccc(O)cc1O	16	-11	11	-1	10	-8	3	9
Cc1cccc(/C=N/Nc2cc(N3CCOCC3)nc(N3CCOCC3)n2)c1	10	68*	-5	6	60*	12	66*	58*

Ordered by molecular weight (low to high): some entries from above.
SMILES	CCR6 antag	Apaf-1 inh	UBC13 inh	SENP8 inh	Gli-Sufu antag	EBI2 antag	Jurkat NFkB inh	697 NFkB inh
COC(=O)c1ccc(OC(=O)/C=C/c2ccco2)cc1	3	3	-5	78*	5	-18	24	-1
Cc1cccc(C(=O)Nc2nnc(C3=COCCO3)o2)c1	4	-9	-2	2	-1	-4	3	21
O=C(OCc1cc(=O)n2c(n1)sc1ccccc12)c1ccc(O)cc1O	16	-11	11	-1	10	-8	3	9
O=C(N/C(=C/c1cccc([N+](=O)[O-])c1)C(=O)N1CCCCC1)c1ccco1	-1	6	-1	-1	6	-15	15	3
CC(C)CN1CCNC(=O)C1CC(=O)NCCc1cnn(-c2ccccc2)c1 (centres undefined)	3	3	6	-3	8	5	3	14
COC(=O)[C@]1(CC(C)C)N[C@H](c2ccc(-c3cccc(Cl)c3)cc2)[C@@H]2C(=O)N(C)C(=O)[C@@H]21	6	21	4	-7	2	19	9	21
CC1CCN(C(=O)Cn2c(=O)n(CCCC(=O)NCc3ccco3)c(=O)c3sccc32)CC1	1	-2	4	0	19	-2	9	21

More results follow.
SMILES	CCR6 antag	Apaf-1 inh	UBC13 inh	SENP8 inh	Gli-Sufu antag	EBI2 antag	Jurkat NFkB inh	697 NFkB inh
COc1cc(N=c2ssnc2Cl)cc(OC)c1OC	39	11	-7	-3	4	13	-7	-18
O=C(CN1CCN(Cc2ccccc2)CC1)N1CCN(c2ccccc2)CC1	-11	-12	-2	0	3	-2	-13	13
CCOc1ccc(OCCOc2ncnc3ccccc23)cc1	3	11	-2	-16	-29	-4	-17	-35
COc1cccc(/C=N/NC(=O)CNC(=O)c2ccco2)c1O	-3	-25	12	5	-2	-7	6	10
CCNc1nc(NC(C)C)nc(Oc2ccc(/C=N/O)cc2)n1	16	-1	1	-15	-3	-4	-10	-27
COCCN(Cc1cc2cc3c(cc2nc1Cl)OCO3)C(=O)c1cccc(C)c1	13	7	3	-6	4	3	15	-8
CCn1cc(CN2CCc3c([nH]c4ccccc34)C2c2cccc(OC)c2)c(C)n1 (centres undefined)	15	5	6	2	5	5	3	10
CC(Sc1ccc(Br)cc1)C(N)=O (centres undefined)	-10	7	2	-3	-1	-3	-11	-12
CCOc1ccc(CN2CCC(n3nccc3NC(=O)CCCc3ccccc3)CC2)cc1	10	15	-6	2	15	6	5	-23
FC(F)(F)c1ccc(C2Nc3cccc4cccc(c34)N2)cc1	8	22	-13	12	7	2	23	-94
Cn1c(N)c(C(=O)COC(=O)c2nc(Cl)ccc2Cl)c(=O)n(C)c1=O	0	-10	2	2	17	1	2	24
COC(=O)C1Cc2c([nH]c3ccccc23)CN1 (centres undefined)	-9	-6	-2	-6	-3	1	53*	-8
Cc1cccc(NC(=O)CNC(=O)c2cccs2)n1	4	-4	2	11	-5	-3	1	-3
COCc1cc(C)nc(SCC(=O)N2CCC(C)CC2)c1C#N	5	3	7	0	0	-2	-1	18
CC(=O)Nc1ccc(S(=O)(=O)Nc2nc3n(n2)C(c2ccccc2)CC(=O)N3)cc1 (centres undefined)	-7	5	-1	-16	-1	-7	-5	7
O=S(=O)(NC(=NC1CCCCC1)c1ccccc1F)c1ccccc1	-11	2	2	3	-28	8	1	16
NCCCC[C@H]1CNC(=S)N1CC1(c2ccccc2)CC1	2	-7	4	-5	0	-7	9	2
O=C(NC1CCCCCC1)C1CCN(C(=O)Cc2ccccc2)CC1	-11	5	2	-5	9	4	-14	8
Cc1ccc(-n2ncc3c(SCC(=O)NNC(=O)c4ccco4)ncnc32)cc1	4	5	12	14	-26	7	-48	-26
Cc1ccc(C(=O)O/N=C(\N)c2ccc(Br)cc2)cc1	10	2	-6	-9	-98	4	-40	-93
O=C(CCC1CCCN(C(=O)c2ccsc2)C1)NCc1ccc(F)c(F)c1 (centres undefined)	-1	2	-1	2	5	9	-8	28
Cc1ccc(SCC(=O)Nc2c(Br)cnn2C)cc1	-5	-23	-2	4	3	2	9	-17
Cc1ccc(NC(=O)[C@@H](C)NC(=O)[C@@H]2Cc3ccccc3CN2)cc1	13	-2	-2	-1	-1	-3	11	4
Cc1cccc(C(=O)NCCCN(C)CCCNC(=O)c2cccc(C)c2)c1	1	-8	-2	-2	7	-11	9	-5
Cc1ccc2nc(SCC(=O)N(CC(C)C)c3c(N)n(CC(C)C)c(=O)[nH]c3=O)[nH]c2c1	-18	-6	3	5	-6	-2	0	-14
Next records:
SMILES	CCR6 antag	Apaf-1 inh	UBC13 inh	SENP8 inh	Gli-Sufu antag	EBI2 antag	Jurkat NFkB inh	697 NFkB inh
COc1ccc(-c2[nH]ncc2CN(CC2CCC(=O)N2)C(C)C)cc1F (centres undefined)	1	-19	7	3	-16	2	4	24
COc1ccc(NC(=S)NCCN2CCOCC2)cc1	1	-7	-8	3	-3	-8	-2	12
CCSc1nc(C)c(C(C)=O)cc1C#N	9	-4	0	5	-6	9	-2	16
COc1ccccc1CCN1CCCC(CN(C)Cc2ccc(OCCO)cc2)C1 (centres undefined)	6	-14	5	-5	55	-13	-5	-10
COC(=O)c1ccc(NC(=O)c2ccc(NC(=O)C3CCCO3)cc2)cc1 (centres undefined)	2	-2	-8	-9	-5	-13	-5	10
CC(OC(=O)c1cccc(S(=O)(=O)N2CCCCC2)c1)C(=O)NCC1CCCCC1 (centres undefined)	10	16	-4	4	-2	9	-3	-44
COCCCNC(=O)NC(=O)c1ccccc1	0	-2	-8	1	1	0	-3	18
COc1ccc(NC(=O)C23CCC(C)(C(=O)C2)C3(C)C)cc1 (centres undefined)	-2	-14	6	0	-1	-8	9	20
COc1ccc([C@@H]2[C@@H]3C(=O)N(C(C)(C)C)C(=O)[C@@H]3[C@]3(Cc4ccc(Cl)cc4)C(=O)N(c4cccc(C)c4)C(=O)N23)cc1	-4	16	-17	-10	-5	11	-11	3
